Giardia kill – Small Molecules that selectively kill Giardia lamblia: qHTS; Giardia lamblia trophozoite viability; AID 540267, 2011; hit rate 0.15% among 340,000; activity change, % at 7.66 µM, hits read low; in the data active = activity change below about -80%; inconclusive = between about -30% and that limit;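 note: parasites exposed to compound for two days anaerobically before the ATP read; % is set by controls: 0 for no effect and ±100 for the full control effect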
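Killing of trophozoites was scored by loss of ATP luminescence after a 48 hrs anaerobic exposure to compounds at 37 deg C, using 100 cells per well.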
p53 reactivator – qHTS assay for re-activators of p53 using a Luc reporter; hit rate 0.063% among 320,000; H1299 p53-A138V BP100-luciferase reporter, luminescence, 24 h; Potency, µM (series often up to 92.2 µM), inactives show at the top dose activity change, positive = activation, hits mostly activators; note: potency is the fitted concentration of half-maximal effect; % of control where 0% means no effect; nearly all actives have a fitted effect of over 45% in size
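H1299 (p53-null), stable ts p53-A138V + BP100-Luc; 1000 cells/well, Opti-MEM/10% FBS; cpd 4 pt, 1:5; 24 h, 37 deg C, 5% CO2; detection reagent 10 min RT; luminescence.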
BRCA1 expr up – qHTS Assay to Identify Small Molecule Activators of BRCA1 Expression | AID 624202, 2012 | Potency, µM (top dose mostly 46.1 µM), inactives show at the top dose activation, hits mostly activators | hit rate 1.1% among 380,000 | MCF7-BRCA1-FFLuc reporter, luminescence, 48 h; response scale: scaled: vehicle 0%, 10 µM genistein 100%; note: potency is the fitted concentration of half-maximal effect; nearly all actives have a fitted effect of over 80% in size; some results filed as inactive show a strong effect at the top dose
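Reporter cells (MCF7, BRCA1 promoter-firefly luciferase) received library compounds across a concentration series for 48 h. End-point luminescence was measured and concentration-effect curves derived after normalization.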
ELG1 genotoxic – qHTS screen for small molecules that induce genotoxicity in human embryonic kidney (HEK293T) cells expressing luciferase-tagged ELG1; AID 504466, 2011; Potency, µM (series often up to 46 µM), inactives show at the highest dose activity change, positive = activation, actives largely listed as activators; HEK293T ELG1-luciferase reporter, luminescence, 16 h; hit rate 1.3% among 330,000; note: potency is the fitted concentration of half-maximal effect; % of control where 0% means no effect; nearly all actives have a fitted effect of over 60% in size
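16 hr compound incubation (37 °C, 5% CO2) of HEK293T cells carrying luciferase-tagged ELG1; luciferase then measured by ONE-Glo luminescence after 30 min at RT.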
* = called active by the depositor; [ ] = dose if it differs, or a comment. Unless noted, calls come from the whole dose curve; as a rule, active = well fitted activation curve with a large enough effect; inconclusive = small, poorly fitted or top-dose-only effect; inactive = no such curve, though single readings can be large or run the other way. The list is partial; the hit share may differ from the screen's.

How did Cc1noc(C)c1NC(=O)N(C)C[C@H]1Oc2c(NS(=O)(=O)c3cn(C)cn3)cccc2C(=O)N([C@H](C)CO)C[C@@H]1C do in these assays?
Giardia kill: -12; p53 reactivator: 0%; BRCA1 expr up: 0%; ELG1 genotoxic: 4%

How did COc1ccc(S(=O)(=O)NCCC(=O)NC2CCCCC2C)cc1[N+](=O)[O-] (centres undefined) do in these assays?
Giardia kill: 1; p53 reactivator: 0%; BRCA1 expr up: -3%; ELG1 genotoxic: -3%

How did CC(CC(=O)OCC(=O)NC1CCS(=O)(=O)C1)c1ccccc1 (centres undefined) do in these assays?
Giardia kill: -5; p53 reactivator: -5%; BRCA1 expr up: 0%; ELG1 genotoxic: 1%

Results for CC[C@H]1CCCCc2ccccc2[C@@H](C(=O)C[C@@H](O)CC(C)=O)OC1=O ?
Giardia kill: -14; p53 reactivator: -4%; BRCA1 expr up: -4%; ELG1 genotoxic: 0%

What do the screens show for `COC(=O)[C@@]1(Cc2ccccc2)[C@H]2C(=O)N(C)C(=O)[C@H]2[C@H]2CN=C(SCc3ccc(C#N)cc3)N21`?
Giardia kill: 20; p53 reactivator: -1%; BRCA1 expr up: 2%; ELG1 genotoxic: 3%

Results for C[C@H](CO)N1C[C@H](C)[C@@H](CN(C)S(=O)(=O)c2ccc(F)cc2)Oc2ccc(NS(=O)(=O)c3ccc(F)cc3)cc2C1=O ?
Giardia kill: -9; p53 reactivator: 4%; BRCA1 expr up: 0%; ELG1 genotoxic: 0%

What do the screens show for `CCCn1c(N)c(C(=O)CSc2nnc(C3CC3)n2C2CC2)c(=O)[nH]c1=O`?
Giardia kill: 9; p53 reactivator: -3%; BRCA1 expr up: 11%; ELG1 genotoxic: 0%

How did O=C(CCN1CCOCC1)NNC(=O)c1ccc([N+](=O)[O-])cc1[N+](=O)[O-] do in these assays?
Giardia kill: 12; p53 reactivator: -3%; BRCA1 expr up: -17%; ELG1 genotoxic: 1%

What do the screens show for `Cn1nnnc1SCC(=O)Nc1cccc(S(=O)(=O)N2CCCCC2)c1`?
Giardia kill: -9; p53 reactivator: 0%; BRCA1 expr up: -12%; ELG1 genotoxic: 1%

How did Cc1n[nH]c(C)c1S(=O)(=O)N1CCCC(C(=O)O)C1 (centres undefined) do in these assays?
Giardia kill: -29; p53 reactivator: -1%; BRCA1 expr up: -4%; ELG1 genotoxic: -2%

Results for Cc1ccc(S(=O)(=O)Nc2ccc3c(c2)C(=O)N([C@H](C)CO)C[C@@H](C)[C@@H](CN(C)C(=O)Nc2cccc4ccccc24)O3)cc1 ?
Giardia kill: -26; p53 reactivator: -4%; BRCA1 expr up: -65%; ELG1 genotoxic: -2%

How did CC(Sc1nnc(C(F)(F)F)n1C)C(=O)Nc1ccc(N2CCOCC2)cc1 (centres undefined) do in these assays?
Giardia kill: 19; p53 reactivator: -2%; BRCA1 expr up: -4%; ELG1 genotoxic: 2%

How did CN(CC(=O)Nc1ccccc1Cl)C(=O)COC(=O)c1ccc(-c2ccc(O)cc2)cc1 do in these assays?
Giardia kill: -8; p53 reactivator: 1%; BRCA1 expr up: 9%; ELG1 genotoxic: 5%

How did Cc1cccc(C)c1NC(=O)CN(C)C(=O)CCC(=O)N1CCOCC1 do in these assays?
Giardia kill: 8; p53 reactivator: -7%; BRCA1 expr up: -8%; ELG1 genotoxic: 3%

What do the screens show for `O=C(COC(=O)CCc1ccccc1)NNC(=O)c1ccccc1`?
Giardia kill: -5; p53 reactivator: 13%; BRCA1 expr up: 4%; ELG1 genotoxic: 2%

Results for CN(C(=O)CN1C(=O)c2ccc([N+](=O)[O-])cc2C1=O)C1CCCCC1 ?
Giardia kill: -1; p53 reactivator: 3%; BRCA1 expr up: 3%; ELG1 genotoxic: -1%

How did O=C(CN1C(=O)NC2(CCCCC2)C1=O)Nc1ccc(Cl)cc1 do in these assays?
Giardia kill: 11; p53 reactivator: -5%; BRCA1 expr up: 14%; ELG1 genotoxic: 0%

What do the screens show for `O=C(COC(=O)C12CC3CC(CC(C3)C1)C2)NCc1ccccc1`?
Giardia kill: 32[activator]; p53 reactivator: -2%; BRCA1 expr up: -4%; ELG1 genotoxic: 1%

How did Cc1noc(C)c1S(=O)(=O)N(C)C[C@H]1Oc2ccc(NC(=O)NC3CCCCC3)cc2C(=O)N([C@H](C)CO)C[C@@H]1C do in these assays?
Giardia kill: -10; p53 reactivator: 4%; BRCA1 expr up: 19%; ELG1 genotoxic: 3%

How did O=C1CCN(Cc2ccccc2)C=C1c1ccc(Cl)cc1 do in these assays?
Giardia kill: -9; p53 reactivator: -1%; BRCA1 expr up: 0%; ELG1 genotoxic: 4%

What do the screens show for `CC(=O)C[C@H](O)CC(=O)[C@@H]1OC(=O)CCCCCCCCc2ccccc21`?
Giardia kill: -14; p53 reactivator: -2%; BRCA1 expr up: -12%; ELG1 genotoxic: 0%

How did Cc1ccccc1C(=O)N[C@H](C(=O)OCC(=O)NC1CC1)C(C)C do in these assays?
Giardia kill: 0; p53 reactivator: -4%; BRCA1 expr up: 9%; ELG1 genotoxic: 0%

What do the screens show for `O=C(COc1ccc2ccc(=O)oc2c1)NC1CCS(=O)(=O)C1` (centres undefined)?
Giardia kill: -3; p53 reactivator: -4%; BRCA1 expr up: 2%; ELG1 genotoxic: 3%

Results for O=C(Nc1cccc(S(=O)(=O)NCc2ccco2)c1)c1cccc(Cl)c1 ?
Giardia kill: 18; p53 reactivator: -3%; BRCA1 expr up: -9%; ELG1 genotoxic: -3%

How did CN(C)S(=O)(=O)c1cccc(C(=O)N2CCN(C(=O)C3CCCO3)CC2)c1 (centres undefined) do in these assays?
Giardia kill: 7; p53 reactivator: -6%; BRCA1 expr up: -1%; ELG1 genotoxic: 2%

What do the screens show for `C=CC[C@@H](CC(=O)NCCO)C(=O)NC[C@H](OC(=O)[C@@H](CC=C)CC(=O)OC(C)(C)C)c1ccccc1`?
Giardia kill: 3; p53 reactivator: -2%; BRCA1 expr up: -2%; ELG1 genotoxic: -2%

How did CC(C)(C)[C@H]1COC(=O)CCC/C=C/C[C@H](CC(=O)N(CCO)Cc2ccccc2)C(=O)N1 do in these assays?
Giardia kill: -22; p53 reactivator: 2%; BRCA1 expr up: 0%; ELG1 genotoxic: 0%

Results for COCCn1c(SCC(=O)NNC(=O)c2ccccc2)nc2ccccc21 ?
Giardia kill: 15; p53 reactivator: -5%; BRCA1 expr up: -4%; ELG1 genotoxic: -1%

How did Cc1ccc(C(=O)NCC(c2ccc(F)cc2)N2CCOCC2)s1 (centres undefined) do in these assays?
Giardia kill: 10; p53 reactivator: 9%; BRCA1 expr up: -2%; ELG1 genotoxic: -1%

What do the screens show for `COc1ccc(-c2c(C#CC(C)(C)O)c3ccccc3n2C)cc1`?
Giardia kill: -3; p53 reactivator: -4%; BRCA1 expr up: -24%; ELG1 genotoxic: 0%

How did O=C(COc1ccccc1F)Nc1ccc2c(c1)CCC2 do in these assays?
Giardia kill: 55[activator]; p53 reactivator: 25%; BRCA1 expr up: 74%; ELG1 genotoxic: inconclusive

What do the screens show for `Cc1cc(Cl)ccc1OCC(=O)NNC(=O)c1ccc(=O)[nH]c1`?
Giardia kill: 8; p53 reactivator: -1%; BRCA1 expr up: 3%; ELG1 genotoxic: 1%

How did CC(NC(=O)COC(=O)COc1ccc(Cl)cc1)c1ccccc1 (centres undefined) do in these assays?
Giardia kill: 15; p53 reactivator: 3%; BRCA1 expr up: -16%; ELG1 genotoxic: 8%

How did COc1cc(-c2noc(C)c2C(=O)NCCc2ccccc2)cc(OC)c1OC do in these assays?
Giardia kill: -9; p53 reactivator: 0%; BRCA1 expr up: 15%; ELG1 genotoxic: 1%

What do the screens show for `CN(C)S(=O)(=O)c1cccc(NC(=O)COc2ccc(S(=O)(=O)N3CCOCC3)cc2Cl)c1`?
Giardia kill: 11; p53 reactivator: 3%; BRCA1 expr up: 15%; ELG1 genotoxic: -1%

What do the screens show for `C[C@]12c3[nH]c4cc(-c5ccco5)ccc4c3CCN1C(=O)[C@@H](CC(=O)NCc1cccc(C(F)(F)F)c1)C[C@@H]2C(=O)N1CCCCC1`?
Giardia kill: -16; p53 reactivator: -2%; BRCA1 expr up: -69%; ELG1 genotoxic: -7%

How did CC(=O)[C@@]1(O)CCC2C3CC[C@H]4C[C@@H](O)CC[C@]4(C)C3CC[C@@]21C (some centres undefined) do in these assays?
Giardia kill: -17; p53 reactivator: 1%; BRCA1 expr up: -22%; ELG1 genotoxic: -2%

What do the screens show for `Cc1ccc([C@@H]2CC=C(C(=O)O)[C@H](c3cccc(Cl)c3)N2S(=O)(=O)c2ccccc2C)cc1`?
Giardia kill: inconclusive; p53 reactivator: 3%; BRCA1 expr up: 2%; ELG1 genotoxic: -2%

What do the screens show for `O=C(COC(=O)c1ccco1)Nc1cccc(S(=O)(=O)N2CCCCC2)c1`?
Giardia kill: -14; p53 reactivator: -2%; BRCA1 expr up: 0%; ELG1 genotoxic: 3%

What do the screens show for `Cc1cc(C)n2nc(SCC(=O)NC(=O)c3ccccc3)nc2n1`?
Giardia kill: -2; p53 reactivator: 4%; BRCA1 expr up: -8%; ELG1 genotoxic: -1%

What do the screens show for `C[C@H](CO)N1C[C@H](C)[C@@H](CN(C)S(=O)(=O)c2ccccc2)Oc2ccc(NC(=O)CCN3CCOCC3)cc2C1=O`?
Giardia kill: -4; p53 reactivator: -2%; BRCA1 expr up: 2%; ELG1 genotoxic: 6%

How did CCC(C(=O)Nc1ccc(N2CCOCC2)c(S(=O)(=O)Nc2ccccc2OC)c1)c1ccccc1 (centres undefined) do in these assays?
Giardia kill: -3; p53 reactivator: -8%; BRCA1 expr up: -51%; ELG1 genotoxic: 1%

Results for CN(C)CCCNC(=O)C[C@H]1C[C@H](C(=O)N2CCCCC2)[C@@]2(CCc3ccccc3)c3[nH]c4cc(CCC(=O)N(C)C)ccc4c3CCN2C1=O ?
Giardia kill: 7; p53 reactivator: -1%; BRCA1 expr up: 13%; ELG1 genotoxic: -2%

Results for CSc1ncccc1C(=O)OCC(=O)Nc1ccc(Cl)cn1 ?
Giardia kill: -22; p53 reactivator: -3%; BRCA1 expr up: -10%; ELG1 genotoxic: 6%

What do the screens show for `CCOc1cc(C(=O)OCc2cc(=O)n3c(C)csc3n2)ccc1OC`?
Giardia kill: -7; p53 reactivator: -2%; BRCA1 expr up: -1%; ELG1 genotoxic: -3%

Results for O=C(COC(=O)COc1ccccc1)NCc1ccc2c(c1)OCO2 ?
Giardia kill: -12; p53 reactivator: -5%; BRCA1 expr up: -2%; ELG1 genotoxic: -1%

What do the screens show for `CC(C)N(C(=O)[C@H]1C[C@H](CC(=O)NC(C)(C)C)C(=O)N2CCc3c([nH]c4ccc(Cl)cc34)[C@]12C)C(C)C`?
Giardia kill: 7; p53 reactivator: -12%; BRCA1 expr up: -50%; ELG1 genotoxic: -3%

What do the screens show for `COc1ccc(NC(=O)CN2CCCCC2)cc1S(=O)(=O)N1CCCCC1`?
Giardia kill: -11; p53 reactivator: 4%; BRCA1 expr up: -21%; ELG1 genotoxic: -1%

What do the screens show for `CCN(C[C@H]1N[C@@](Cc2ccccc2)(C(=O)OC)[C@H]2C(=O)N(C)C(=O)[C@@H]12)C(=O)C1CCCCC1`?
Giardia kill: -6; p53 reactivator: -4%; BRCA1 expr up: -10%; ELG1 genotoxic: 1%

Results for NS(=O)(=O)c1ccc(N2N=C(c3ccccc3)CC2c2ccccc2Cl)cc1 (centres undefined) ?
Giardia kill: -20; p53 reactivator: -22%; BRCA1 expr up: -28%; ELG1 genotoxic: -2%

How did COc1ccc(C=NNc2ccc([N+](=O)[O-])cc2S(=O)(=O)Nc2ccccc2C(=O)O)cc1OC do in these assays?
Giardia kill: 2; p53 reactivator: 6%; BRCA1 expr up: 0%; ELG1 genotoxic: 7%

Of the compounds above, three have a tert-butyl group:
What do the screens show for `C=CC[C@@H](CC(=O)NCCO)C(=O)NC[C@H](OC(=O)[C@@H](CC=C)CC(=O)OC(C)(C)C)c1ccccc1`?
Giardia kill: 3; p53 reactivator: -2%; BRCA1 expr up: -2%; ELG1 genotoxic: -2%

How did CC(C)(C)[C@H]1COC(=O)CCC/C=C/C[C@H](CC(=O)N(CCO)Cc2ccccc2)C(=O)N1 do in these assays?
Giardia kill: -22; p53 reactivator: 2%; BRCA1 expr up: 0%; ELG1 genotoxic: 0%

What do the screens show for `CC(C)N(C(=O)[C@H]1C[C@H](CC(=O)NC(C)(C)C)C(=O)N2CCc3c([nH]c4ccc(Cl)cc34)[C@]12C)C(C)C`?
Giardia kill: 7; p53 reactivator: -12%; BRCA1 expr up: -50%; ELG1 genotoxic: -3%
